# aSyn UTR inh: MLPCN primary screen, SNCA 5' untranslated region | alpha-synuclein 5'UTR reporter, inhibitor activity | inhibition, % (tested at 7.5 µM) | hit rate 0.82% among 300,000; in the data active means inhibition above about 60%; inconclusive means no clear call, values can overlap the other calls;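 further: H4 neuroglioblastoma cells stably carrying SNCA 5'UTR luciferase fusion; 0% = DMSO wells and 100% = positive control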
# HDAC3 inh: inhibitors of human histone deacetylase 3; inhibition, % at 8.3 µM; recombinant HDAC3, fluorogenic peptide/trypsin coupled, fluorescence; AID 2718; hit rate 0.15% among 320,000; in the data active means inhibition above about 26%, passing the limit was not always enough; inconclusive means no clear call, values can overlap the other calls
# Target sequence (O15379 whole entry, looked up): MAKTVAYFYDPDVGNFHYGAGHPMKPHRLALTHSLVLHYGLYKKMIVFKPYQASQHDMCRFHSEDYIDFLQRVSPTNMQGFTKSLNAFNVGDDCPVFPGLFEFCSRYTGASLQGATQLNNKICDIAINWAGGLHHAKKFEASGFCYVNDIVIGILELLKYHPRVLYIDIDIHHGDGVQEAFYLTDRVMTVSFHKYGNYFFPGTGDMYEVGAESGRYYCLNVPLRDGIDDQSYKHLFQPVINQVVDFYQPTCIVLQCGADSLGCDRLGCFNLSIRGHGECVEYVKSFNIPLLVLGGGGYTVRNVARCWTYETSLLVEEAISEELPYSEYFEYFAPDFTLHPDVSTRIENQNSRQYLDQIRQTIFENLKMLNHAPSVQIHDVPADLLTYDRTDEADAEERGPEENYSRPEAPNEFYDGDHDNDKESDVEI
# HSP90 inh: HSP90 refolding inhibition in rabbit reticulocyte lysate | inhibition, % at 5.6 µM | hit rate 0.91% among 290,000 | luciferase refolding luminescence, 3 h;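 active means inhibition above the screen-wide mean plus 3 SD, computed separately per campaign, cut at about 16% in these data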;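 further: 0% = DMSO wells and 100% = 60 µM geldanamycin wells; inhibitors lower the luminescence because luciferase stays unfolded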
# AI-2 QS mod: Vibrio harveyi AI-2 quorum sensing modulation; AID 2094; Vibrio harveyi JMH597 AI-2 luminescence/OD600 ratio, 9 h; stronger effect = lower value; strain lacks LuxN and CqsS sensors; 0 = neutral-control median; hit rate 0.4% among 300,000; activity change, % at 7.5 µM; in the data active means activity change below about -75%, passing the limit was not always enough; inconclusive means no clear call, values can overlap the other calls;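 further: luminescence divided by OD600 gain over 9 h not by final OD600 alone; inactives centre near 13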
# HSF1 inh: HSF1 inhibition. NIH3T3-HGL HSE-luciferase, MG132-induced, luminescence 8 h; stronger effect = lower value. activity change, negative = inhibition, % at 7.5 µM (by protocol). hit rate 0.77% among 300,000. AID 2098;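 active means more than half of replicate wells show activity change below -50%, luminescence cut by over half; inconclusive means some wells, but at most half, below -50%; inactive means no replicate well below -50%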;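 further: luciferase reports HSF-1 transcriptional activity via heat shock element; 0% = median of DMSO wells and -100% = zero luminescence signal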
# IEC-6 cytotox: kills IEC-6 intestinal cells in KLF5 counter-screen | IEC-6 cytotoxicity, luminescence viability | inhibition, % at 5 µM | hit rate 0.78% among 290,000; in the data active means inhibition above about 22%;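 further: 0% = plate median of test compound wells and 100% = cytotoxic reference compound wells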
# Platelet DG rel: modulates dense granule release in human platelets; AID 1663; hit rate 0.22% among 300,000; human platelet-rich plasma, SFLLRN dense granule ATP release, luminescence; inhibition, %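 (compounds screened at 7.5 µM in platelet-rich plasma)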;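 active means mean replicate score, as percent of positive control, at or above 50; inconclusive means mean below 50 but at least one replicate at or above 50; inactive means mean and every replicate below 50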
# HIF act: HIF pathway transcriptional activation; U2OS HRE-luciferase reporter, luminescence; normalized: DMSO 0%, desferrioxamine 100%; activation, % at 7.5 µM (by protocol); hit rate 0.32% among 300,000;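 active means mean activation of at least 10% of the iron chelator positive control signal, with at least half of replicates also reaching 10%; inconclusive means mean and replicate majority disagree about reaching 10%; inactive means mean and most replicates under 10%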
# HSF1 activator: increases HSF-1 driven luciferase reporter signal; NIH3T3-HGL HSF-1 luciferase reporter, MG132, 8 h; 100% = twice DMSO control signal; activation, % at 9 µM; hit rate 1.7% among 300,000; AID 504408;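 active means mean replicate activation of at least 50% with a set share of replicates each reaching 50%; inconclusive means only one of those two conditions met; inactive means mean below 50% and too few replicates reaching it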;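 further: 0% = median of the neutral control wells and 100% = twice that signal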
# KLF5 inh: inhibitors of KLF5 expression | DLD-1 KLF5 promoter-luciferase reporter, luminescence | hit rate 0.23% among 290,000 | inhibition, % at 5 µM;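 active means inhibition above a per-plate limit of that plate's mean compound inhibition plus 3 SD, cut at about 60% in these data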;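 further: 0% = DMSO wells and 100% = LY294002 at 200 µM; higher means less KLF5 promoter-driven luciferase light; inactives centre near -14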
# An asterisk follows results filed as active; ? = inconclusive; · = not tested or not shown.
SMILES,aSyn UTR inh,HDAC3 inh,HSP90 inh,AI-2 QS mod,HSF1 inh,IEC-6 cytotox,Platelet DG rel,HIF act,HSF1 activator,KLF5 inh
COC(=O)CSc1nc(C)cc(C)n1,4.8,-2.9,4.8,25.3,-2.4,1.5,3.0,-0.2,4.1,-23.2
Cc1ccc(S(=O)(=O)NCC(=O)N(CC(=O)NCC2CCCO2)Cc2ccc(Cl)cc2)cc1 (stereo unspecified),15.3,0.7,2.2,3.6,18.3,5.6,-9.1,-0.7,51.6*,-14.3
CCCCCCCCNC(=O)c1ccc(C)cc1,5.6,2.8,2.3,29.8,-4.9,2.8,-1.2,0.1,-2.5,-16.9
COC(=O)CC1SC(=O)NC1=Nc1cccc(C)c1 (stereo unspecified),-19.5,5.7,0.1,7.0,-3.3,-5.2,-0.7,-0.2,0.8,-18.4
Cc1cccc(N2CCN(C(=O)c3cc(S(=O)(=O)N4CCOCC4)cn3C)CC2C)c1 (stereo unspecified),-7.8,1.8,-6.0,10.2,-8.0,-2.9,10.2,-0.3,-1.4,-8.5
Cc1nn(C(C)C(=O)NC2CCCCC2)c(=O)c2nn(-c3ccccc3)c(C)c12 (stereo unspecified),22.4,?,-0.2,25.0,-1.7,-0.6,5.1,-1.5,-3.7,-44.3
CCCN(CCC)C(=O)C1CC(=O)OC12CCOC(C)(C)C2 (stereo unspecified),12.7,-9.7,6.8,26.2,0.2,-0.8,-11.3,0.3,-10.3,10.5
COC(=O)CNC(=O)CCCCC(=O)NCC(=O)OC,-16.3,3.4,-1.8,5.7,-5.0,-0.5,-6.1,-0.1,0.0,-22.2
COC(=O)C1=C(NC(=O)c2ccc(Br)cc2)CCS1,-60.2,4.2,2.6,10.9,-5.7,-0.6,7.0,-0.2,5.4,-8.9
Cc1ccc(C2=NOC(C)(c3nnc(-c4ccc(Cl)cc4)o3)C2)cc1 (stereo unspecified),12.6,2.2,·,0.0,-2.8,·,-1.4,-0.6,-12.7,·
COC(=O)c1sc(-c2ccccc2)cc1NC(=O)c1cc(OC)cc(OC)c1,5.9,0.2,0.0,23.4,-9.5,0.3,2.8,0.5,-3.6,-13.8
Cc1ccccc1C1C(C#N)=C(N)N(N(C)C)C2=C1C(=O)CC(C)(C)C2 (stereo unspecified),-15.8,-1.9,-3.0,5.1,3.5,1.1,-1.2,-0.2,-1.8,-41.6
CCC(C)NS(=O)(=O)c1ccc(OC)c(Cl)c1Cl (stereo unspecified),6.0,-3.6,0.3,9.7,-4.2,4.3,-1.0,1.4,-4.3,-4.9
NNC(=O)c1nc[nH]c1C(=O)Nc1ccccc1[N+](=O)[O-],2.1,-5.0,3.7,32.4,-4.5,4.6,-1.2,0.0,21.1,-18.7
COC(=O)C(C)N1C(=O)S/C(=C\c2cc(C)n(-c3ccccn3)c2C)C1=O (stereo unspecified),-60.1,9.3,13.0,8.8,5.7,2.9,8.3,0.7,16.6,-85.3
CCOC(=O)c1sc(NC(=O)CSc2nc(-c3ccco3)cc(C(F)(F)F)n2)c(C#N)c1C,14.6,-3.1,1.1,-0.4,-1.7,0.5,23.5,·,3.0,-1.1
OC(c1cccs1)c1nccc2ccccc12 (stereo unspecified),-0.4,7.2,-0.5,4.6,0.2,5.5,-3.1,-0.2,0.6,-12.2
CC(C)C[C@@]12C(=O)N(c3cccc(Br)c3)C(=O)N1[C@H](c1ccc(Cl)cc1)[C@@H]1C(=O)N(C3CCCCC3)C(=O)[C@@H]12,15.9,-0.7,·,17.5,-3.4,·,8.4,0.0,-9.4,·
O=C(Nc1nccs1)C1CC(=O)N(CCc2ccc(F)cc2)C1 (stereo unspecified),-4.2,-3.5,1.6,17.6,-4.7,-2.6,22.5,-0.3,-4.8,6.8
O=C(CCN1C(=O)c2ccncc2C1=O)Nc1ccc(F)cc1,-0.7,5.3,5.1,18.1,4.4,0.3,-3.6,0.1,-2.5,-9.8
CCCC(=O)Nc1sc(C)c(-c2ccc(C(C)CC)cc2)c1C#N (stereo unspecified),15.6,-5.1,3.0,15.8,-4.9,-0.4,1.7,-0.2,-19.0,-24.4
Cc1c(NS(=O)(=O)c2cc(Br)cc3c2N(C(=O)C2CC2)CC3)c(=O)n(-c2ccccc2)n1C,9.0,6.0,-3.8,32.2,-5.4,-2.7,2.3,0.0,0.3,13.7
Cc1ccc(C)c(NC(=O)C2CC(O)CN2C(=O)Oc2ccccc2)c1 (stereo unspecified),-8.7,3.1,-2.3,8.0,45.0,-7.9,7.4,0.2,66.6*,-6.9
COCCN(C(=S)Nc1ccc(C)cc1)C(C)c1cccnc1 (stereo unspecified),-44.8,-5.4,0.3,26.6,1.1,-0.1,-1.1,-0.1,-11.7,-10.8
COc1cc(CN2CCc3ccc(NC(=O)CCc4ccccc4OC)cc3C2)ccc1O,-6.7,-3.3,-3.1,21.8,-3.8,7.4,23.5,0.0,2.4,-25.1

# Brought forward from above: 4 entries, then new ones.
SMILES,aSyn UTR inh,HDAC3 inh,HSP90 inh,AI-2 QS mod,HSF1 inh,IEC-6 cytotox,Platelet DG rel,HIF act,HSF1 activator,KLF5 inh
Cc1c(NS(=O)(=O)c2cc(Br)cc3c2N(C(=O)C2CC2)CC3)c(=O)n(-c2ccccc2)n1C,9.0,6.0,-3.8,32.2,-5.4,-2.7,2.3,0.0,0.3,13.7
Cc1ccc(C)c(NC(=O)C2CC(O)CN2C(=O)Oc2ccccc2)c1 (stereo unspecified),-8.7,3.1,-2.3,8.0,45.0,-7.9,7.4,0.2,66.6*,-6.9
COCCN(C(=S)Nc1ccc(C)cc1)C(C)c1cccnc1 (stereo unspecified),-44.8,-5.4,0.3,26.6,1.1,-0.1,-1.1,-0.1,-11.7,-10.8
COc1cc(CN2CCc3ccc(NC(=O)CCc4ccccc4OC)cc3C2)ccc1O,-6.7,-3.3,-3.1,21.8,-3.8,7.4,23.5,0.0,2.4,-25.1
COCc1cc(=O)[nH]c(N2CCN(Cc3ccc4c(c3)OCO4)CC2)n1,-0.4,1.2,0.3,31.8,4.3,1.0,-0.3,-20.5,12.7,-13.9
O=C(NCCNC1CCN(Cc2ccccc2)CC1)c1cccs1,-21.1,-10.6,1.2,11.6,-2.7,-3.5,-1.4,-0.1,-4.4,-31.6
Cc1cccnc1NC(=O)C1CCN(S(=O)(=O)c2c(C)noc2/C=C/c2ccco2)CC1,-18.9,5.2,0.0,25.3,-1.6,3.4,-3.1,0.2,-8.4,-25.2
Cc1cccc2nc(CNC(=O)C3CCC(=O)N(Cc4ccccc4F)C3)cn12 (stereo unspecified),-19.7,-3.8,-2.3,22.6,-5.1,1.4,-2.7,-0.2,-23.6,-4.1
O=[N+]([O-])c1cccc(-c2nc(-c3ccccn3)no2)c1,24.2,6.0,6.5,36.8,20.3,-4.2,13.0,-1.2,53.6*,-122.8
COc1ccc(NC2=C(NC(C)=O)C(=O)c3ccccc3C2=O)cc1,18.4,1.4,6.8,5.9,1.4,43.5*,0.3,3.4,15.8,-12.8
COc1ccc(N(CC(=O)N2CCCC2)S(=O)(=O)c2ccc(NC(C)=O)cc2)cc1,-21.6,-4.1,-4.3,25.4,-6.9,-9.1,5.0,-0.2,8.8,-21.2
CN(C)CCCn1c(SCC(=O)N2c3ccccc3Sc3ccccc32)nc2ccccc2c1=O,35.6,-0.6,6.3,-2.8,5.1,1.8,-2.2,0.1,-3.0,-3.2
CS(=O)(=O)c1nc(S(=O)(=O)c2ccc(Cl)cc2)c(NCc2ccccn2)s1,2.0,6.0,1.6,8.9,2.6,1.4,11.0,0.1,2.0,-7.0
COc1ccc(F)c(CN2CCC(CO)(Cc3cccc(C(F)(F)F)c3)CC2)c1,1.6,2.7,5.2,23.1,-1.8,1.5,-0.6,-0.2,-8.4,6.2
Cc1ccc(C(=O)NC(=S)Nc2ccccc2N2CCOCC2)cc1C,11.7,-2.8,0.3,24.7,1.0,5.5,25.8,0.1,4.0,-33.3
CC(=O)c1ccc(-c2ccc(Cn3c(C)nc4cc(N)c(C)nc43)cc2)cc1,-4.2,-1.0,-2.0,-11.4,1.0,-0.3,10.5,1.2,5.7,-0.1
CCc1ccc2[nH]c(O)c(N=NC3=NC(=O)CS3)c2c1,10.6,4.0,4.9,65.5,17.2,2.1,3.2,-0.1,18.1,-8.1
C=CCN(Cc1cccc(OC)c1OC)S(=O)(=O)N(C)C,-1.5,2.5,4.5,2.7,-11.3,3.9,-1.3,-0.1,-10.3,24.4
CC(C)CCNC(=O)CN(Cc1ccco1)C(=O)c1snc(C(N)=O)c1N,-7.7,3.8,-1.7,8.8,4.6,-2.1,5.1,-0.3,22.7,-8.0
COC(=O)c1ccccc1NC(=O)c1ccccc1SC,13.1,-0.2,-2.4,17.9,3.7,0.0,1.7,-0.7,2.6,-19.5
COc1ccc(-c2nc(CN3CCC(C(=O)NC4CC4)CC3)c(C)o2)cc1OC,-2.1,-5.9,-7.6,10.2,0.8,2.2,-1.2,-0.4,-6.4,-16.4
O=C1c2ccccc2C(Nc2ccc3nc(-c4cccnc4)[nH]c3c2)N1Cc1ccco1 (stereo unspecified),-4.7,4.1,-2.2,15.8,6.4,2.6,-2.8,1.0,9.8,8.2
Cc1ccn2cc(CCNS(=O)(=O)c3ccc4c(c3)CCCC4)nc2c1,17.1,-3.1,-3.1,0.5,0.6,2.9,6.6,-0.3,-7.5,-1.0
Cc1ccc(SCc2ccc(C(=O)Nc3ccccc3Br)cc2)cc1,5.4,9.0,-0.5,-0.6,-5.2,3.6,22.5,-0.3,10.3,11.6
O=[N+]([O-])c1cc(C(F)(F)F)ccc1NCCOc1ccccc1,-123.5,0.0,-4.1,12.6,20.1,-5.9,-10.5,2.8,42.0,7.7
COc1cc([N+](=O)[O-])ccc1NC(=O)C[n+]1cccc(C)c1,-5.1,4.4,4.7,8.9,-7.7,0.8,3.4,0.7,-7.9,-0.4
CSc1nnc(C)c(=O)n1COC(=O)c1ccc(S(=O)(=O)N2CCOCC2)cc1,7.1,0.3,3.3,12.2,4.4,3.6,0.9,-0.2,3.5,23.3
COc1cccc(C(C(=O)NC(C)(C)C)N(C(=O)CCC(=O)Nc2cc(C)on2)c2ccc3c(c2)OCCO3)c1OC (stereo unspecified),-41.6,0.4,-0.6,15.9,-7.1,-2.9,0.4,-0.1,6.0,-27.8
Cc1ccc(N(C(=O)CC2NC(=O)NC2=O)C2(C(=O)NC3CCCC3)CCCCC2)cc1 (stereo unspecified),7.4,4.1,0.2,34.9,5.4,2.2,-1.4,-0.2,-11.1,-14.9
Fc1ccc(CN2CCN(c3ncccn3)CC2)c(F)c1,-2.8,1.4,-6.6,25.6,4.0,-0.5,-0.3,-3.1,18.8,-19.9
CCOC(=O)[C@@H]1[C@H]2COc3ccccc3[C@@H]2N2C(=O)N(c3cccc(Cl)c3)C(=O)[C@@]12C,-29.1,3.5,-7.2,8.7,-3.7,-3.6,-6.6,-1.0,-4.0,-28.6
CCn1cc(C(=O)NN)c(=O)c2cc(F)c(N3CCCCC3)cc21,12.5,·,-1.4,17.2,3.7,-3.0,-2.1,-0.2,2.4,-28.2
Cc1ccc(CC23CN4CCN(CC(C4)C2O)C3)c(C)c1 (stereo unspecified),11.5,-0.8,1.6,2.7,-6.0,0.4,1.0,-0.2,12.7,-52.1
